# Screens from PubChem.
# JMJD2A Tudor = inhibitors of human JMJD2A Tudor domain; O75164; AlphaScreen JMJD2A-Tudor / H3K4me3 peptide binding; Potency, µM (top dose mostly 114 µM), for inactives: at the top dose activity change, negative = inhibition, usual class: inhibitors; 390,000 tested, 4.4% active; note: % is set by controls: 0 for no effect and ±100 for the full control effect; nearly all actives have a fitted effect of over 50% in size
# Pol beta inh = DNA polymerase beta (human) inhibition. P06746. Pol beta primer extension/strand displacement, fluorescence kinetic. Potency, µM (series often up to 114 µM), without a hit: top-dose activity change, negative = inhibition, actives largely listed as inhibitors. 340,000 tested, 1.3% active. AID 485314; note: % is set by controls: 0 for no effect and ±100 for the full control effect
#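 Enzyme-only controls used 10 nM Pol beta; buffer lacking enzyme served as negative control. Compound preincubated 15 min, then 50 nM substrate added; 0 and 10 min reads at room temperature.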
# POLH inh = blocks human DNA polymerase eta activity. Q9Y253. recombinant Pol eta, fluorescent DNA replication assay. Potency, µM (titrated, usually from 114 µM), for the others: at the top dose activity change, negative = inhibition, hits mostly inhibitors. 390,000 tested, 1.2% active. AID 588591; note: % is set by controls: 0 for no effect and ±100 for the full control effect
#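 Fluorescent replication assay: 50 nM final substrate added after a 15 min room-temperature compound preincubation with 10 nM enzyme. Signal taken at 0 min and again at 10 min.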
# BLM inh = blocks DNA unwinding by human BLM helicase; P54132; recombinant BLM DNA unwinding, fluorescence dequenching; Potency, µM (titrated, usually from 56.1 µM), without a hit: at the top dose activity change, negative = inhibition, hits mostly inhibitors; 350,000 tested, 0.2% active; AID 2528;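 note: plate controls were vehicle for no effect and no enzyme for full effect; nearly all actives have a fitted effect of over 35% in size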
# POLK inh = inhibitors of human DNA polymerase kappa; Q9UBT6; purified Pol kappa, fluorescent DNA synthesis assay, 10 min; Potency, µM (doses to about 107 µM), for inactives: at the highest dose activity, negative = inhibition, actives largely listed as inhibitors; 400,000 tested, 0.53% active; note: % is set by controls: 0 for no effect and ±100 for the full control effect
#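 Kinetic fluorescence screen: compound preincubated 15 min RT with 10 nM enzyme; 50 nM substrate (final) initiates; reads at 0/10 min.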
# Pol iota inh = DNA polymerase iota (human) inhibition; Pol iota fluorescent replication assay, 10 min; 390,000 tested, 1% active; Potency, µM (series often up to 115 µM), for the others: at the highest dose activity, negative = inhibition, hits mostly inhibitors; Q9UNA4
# Target sequence (Q9UNA4 whole entry, looked up): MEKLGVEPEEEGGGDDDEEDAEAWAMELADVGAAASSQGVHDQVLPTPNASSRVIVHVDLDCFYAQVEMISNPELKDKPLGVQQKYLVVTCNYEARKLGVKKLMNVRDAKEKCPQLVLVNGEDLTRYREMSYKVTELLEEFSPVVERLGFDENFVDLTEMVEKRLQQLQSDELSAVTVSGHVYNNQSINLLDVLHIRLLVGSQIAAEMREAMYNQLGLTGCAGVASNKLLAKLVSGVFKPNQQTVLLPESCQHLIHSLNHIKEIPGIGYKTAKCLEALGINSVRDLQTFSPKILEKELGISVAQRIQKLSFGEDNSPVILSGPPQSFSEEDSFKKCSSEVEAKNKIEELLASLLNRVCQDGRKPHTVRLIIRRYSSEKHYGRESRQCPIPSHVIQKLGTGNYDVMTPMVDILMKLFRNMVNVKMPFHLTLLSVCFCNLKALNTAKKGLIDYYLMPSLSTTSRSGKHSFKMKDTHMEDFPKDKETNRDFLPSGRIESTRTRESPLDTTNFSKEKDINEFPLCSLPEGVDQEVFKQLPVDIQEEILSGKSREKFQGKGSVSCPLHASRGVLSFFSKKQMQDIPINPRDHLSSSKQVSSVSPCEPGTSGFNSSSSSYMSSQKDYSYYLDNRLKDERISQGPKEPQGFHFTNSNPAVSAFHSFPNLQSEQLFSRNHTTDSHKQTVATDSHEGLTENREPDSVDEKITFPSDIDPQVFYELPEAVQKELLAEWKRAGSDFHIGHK
#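 Pol iota at 10 nM preincubated 15 min with compounds at room temperature; reaction started with fluorescent substrate, 50 nM final. Fluorescence read kinetically at 0 and 10 min; buffer-only wells as negative control.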
# G9a inh = inhibitors of human histone lysine methyltransferase G9a; Q96KQ7; G9a H3K9 monomethylation, AlphaScreen, 2 h; Potency, µM (titrated, usually from 102 µM), for the others: top-dose activity, negative = inhibition, most hits filed as inhibitors; 350,000 tested, 8.8% active; AID 504332; note: % is set by controls: 0 for no effect and ±100 for the full control effect; nearly all actives have a fitted effect of over 75% in size
# Target sequence (Q96KQ7 913-1193 limits assumed): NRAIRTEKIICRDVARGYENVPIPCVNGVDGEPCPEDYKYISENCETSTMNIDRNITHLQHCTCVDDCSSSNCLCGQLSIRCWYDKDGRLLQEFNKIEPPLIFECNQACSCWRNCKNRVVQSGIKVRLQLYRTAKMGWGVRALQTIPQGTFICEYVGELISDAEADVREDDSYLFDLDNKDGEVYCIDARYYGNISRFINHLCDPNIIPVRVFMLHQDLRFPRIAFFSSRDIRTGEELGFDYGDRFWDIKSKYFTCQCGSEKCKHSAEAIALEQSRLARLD
#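 Step 1: enzyme (final 20 nM) with compound, 15 min RT. Step 2: substrate peptide 500 nM and SAM 20 uM, 2 h RT. Step 3: anti-H3K9me1 antibody and AlphaScreen beads, 10 min, then plate read.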
# BAZ2B inh = blocks human BAZ2B; AlphaScreen BAZ2B-H3K14Ac peptide displacement; Potency, µM (doses to about 114 µM), for the others: at the highest dose activity change, negative = inhibition, hits mostly inhibitors; 360,000 tested, 4.4% active; note: % is set by controls: 0 for no effect and ±100 for the full control effect; nearly all actives have a fitted effect of over 60% in size
#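 Compounds, titrated to a top concentration of 110 uM, were incubated 30 min at room temperature with preformed BAZ2B/acetyl-K14 H3 peptide complex (50 nM each). Proximity signal was measured by AlphaScreen after 20 min with beads.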
# APE1 inh = blocks human APE1 abasic DNA cleavage | 350,000 tested, 0.35% active | AID 2517 | Potency, µM (titrated, usually from 65.8 µM), for inactives: top-dose activity change, negative = inhibition, actives largely listed as inhibitors | P27695 | recombinant APE1, TAMRA/BHQ-2 abasic DNA cleavage fluorescence;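 note: plate controls were vehicle for no effect and reference inhibitor for full effect; nearly all actives have a fitted effect of over 55% in size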
#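 APE1 at 0.75 nM final was preincubated with compound 15 min at room temperature, then 50 nM double-stranded THF abasic-site substrate (5'-TAMRA/3'-BHQ-2) was added. Fluorescence (ex 525/em 598 nm) was read kinetically; third-minus-first read gave activity.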
# The depositor's hits bear a star; u = inconclusive; x = no result given; & = joins results of further samples; [ ] = remark or other dose. Calls come from the whole dose curve; as a rule, active = well fitted curve in the direction sought with a large enough effect; inconclusive = small, poorly fitted or top-dose-only effect, or another doubt; inactive = no such curve, though single readings can be large; an effect the other way counts as inactive or inconclusive. Potency is the fitted concentration of half-maximal effect. These rows are one share of the data; count on the stated rates, not on these rows.
# A first look, two compounds:
No. | JMJD2A Tudor | Pol beta inh | POLH inh | BLM inh | POLK inh | Pol iota inh | G9a inh | BAZ2B inh | APE1 inh | SMILES
1 | -6% | u | 6% | -15% | 5%[60.1 µM] | u | 3%[59 µM] | -2% | x | O=C(Nc1cc2ccc(O)cc2oc1=O)c1ccc(F)cc1
2 | -11% | -1% | -10% | -3% | -11% | 17% | 26%[12.7 µM] | 1% | -1% | COc1ccccc1N1CCN(c2nc(-c3ccccc3)cc(C(F)(F)F)n2)CC1

# This part in full, from the first entry:
No. | JMJD2A Tudor | Pol beta inh | POLH inh | BLM inh | POLK inh | Pol iota inh | G9a inh | BAZ2B inh | APE1 inh | SMILES
1 | -6% | u | 6% | -15% | 5%[60.1 µM] | u | 3%[59 µM] | -2% | x | O=C(Nc1cc2ccc(O)cc2oc1=O)c1ccc(F)cc1
2 | -11% | -1% | -10% | -3% | -11% | 17% | 26%[12.7 µM] | 1% | -1% | COc1ccccc1N1CCN(c2nc(-c3ccccc3)cc(C(F)(F)F)n2)CC1
3 | -1% | -4% | -14% | -3% | -8% | 13% | x | -1% | -5% | CCS(=O)(=O)N1CCC(NC(=O)C(Cc2ccc(OC)c(OC)c2)NC(C)=O)CC1 (stereo not given)
4 | -7% | x | x | -16% | -23% | -15% | x | x | 2% | CC12CCC=CC1C(c1ccc(Br)cc1F)N(Cc1ccccc1)C2=O (stereo not given)
5 | 2% | 3% | -15% | -4% | 5% | -5% | 32µM* | 5% | 0% | CCCCC(=O)NC(=S)NNC(=O)CCc1ccccc1
6 | -3% | -2% | -11% | 2% | -1% | 16% | -2% | -2% | -5% | O=C(Nc1ccc(-c2nc3cccnc3s2)cc1)C1CCCO1 (stereo not given)
7 | -29% | -9% | 2% | -1% | -10% | -10% | -4%[12.7 µM] | -3% | -3% | COc1ccc(CCNS(=O)(=O)c2ccc(C(=O)NCc3ccco3)cc2)cc1OC
8 | u | x | -16% | x | -12% | 2% | x | x | x | C=C1c2nc3ccccc3n2C=C(c2ccc(C)cc2)N1c1ccccc1
9 | -19% | 0% | -16% | 2% | -10% | -7% | u | -5% | 1% | CC1=C(C(=O)OC(C)C)C(c2cncc(-c3ccc(F)cc3)c2)C(C#N)=C(N)O1 (stereo not given)
10 | -17% | -12% | 0% | 5% | 12% | -27% | 0%[59 µM] | -5% | x | COc1ccc2c(C)c(CCC(=O)NCCc3ccc(Cl)cc3)c(=O)oc2c1
11 | -34% | 31% | -21% | -1% | -2% | 56%[activator] | -112%[59 µM] | -35% | 2% | Cc1[nH]c(-c2ccccn2)nc(=S)c1Cl
12 | -11% | -1% | -4% | 3% | -10% | 6% | -2%[59 µM] | 1% | 2% | CC(NC(=O)c1ccccc1Cl)c1nnc(SCC(=O)Nc2ccc(C(=O)O)cc2)n1C (stereo not given)
13 | -19% | 12% | -5% | 3% | -5% | 109%[activator] | -7%[59 µM] | -8% | 7% | Cc1cc(C)cc(OCC(=O)Nc2ccc(CN3CCCCC3)cc2)c1
14 | -9% | 1% | -4% | -3% | -2% | 62%[activator] | 22% | -10% | 6% | NC(=O)c1nsc(C(=O)N(CC(=O)NCc2ccccc2)c2cccc(F)c2)c1N
15 | 1% | x | -13% | x | 9% | 7% | 17%[2.33 µM] | 6% | -15% | O=C(CN1CCN(S(=O)(=O)c2cccc(Br)c2)CC1)NCCc1cccs1

# Single records, from the list above. Screens in order: JMJD2A Tudor	Pol beta inh	POLH inh	BLM inh	POLK inh	Pol iota inh	G9a inh	BAZ2B inh	APE1 inh
# CC12CCC=CC1C(c1ccc(Br)cc1F)N(Cc1ccccc1)C2=O (stereo not given) reads -7%	x	x	-16%	-23%	-15%	x	x	2%
# COc1ccc(CCNS(=O)(=O)c2ccc(C(=O)NCc3ccco3)cc2)cc1OC reads -29%	-9%	2%	-1%	-10%	-10%	-4%[12.7 µM]	-3%	-3%
# O=C(Nc1ccc(-c2nc3cccnc3s2)cc1)C1CCCO1 (stereo not given) reads -3%	-2%	-11%	2%	-1%	16%	-2%	-2%	-5%
# Cc1cc(C)cc(OCC(=O)Nc2ccc(CN3CCCCC3)cc2)c1 reads -19%	12%	-5%	3%	-5%	109%[activator]	-7%[59 µM]	-8%	7%
# COc1ccc2c(C)c(CCC(=O)NCCc3ccc(Cl)cc3)c(=O)oc2c1 reads -17%	-12%	0%	5%	12%	-27%	0%[59 µM]	-5%	x

# Later entries
No. | JMJD2A Tudor | Pol beta inh | POLH inh | BLM inh | POLK inh | Pol iota inh | G9a inh | BAZ2B inh | APE1 inh | SMILES
16 | -9% | -21% | -14% | -4% | -11% | 146%[activator] | x | -6% | -1% | Cc1nc(Cl)sc1C(=O)Nc1cc(F)cc(F)c1
17 | 0% | 22% | -26% | 0% | 3% | 10% | -14% | 4% | 2% | CN(C)S(=O)(=O)c1ccc(C(=O)OCC2COC(C)(C)O2)cc1 (stereo not given)
18 | -6% | 24% | -2% | -4% | -2% | -16% | -33% | -2% | 0% | O=C(COC(=O)c1cc[n+]([O-])cc1)NCCc1ccc(Cl)cc1Cl
19 | -7% | 8% | -15% | 2% | -1% | 20% | u | -1% | x | Cc1c(C(=O)NCCc2ccc(Cl)cc2)cccc1-n1cnc2cccnc21
20 | -3% | 6% | -5% | 1% | -19% | 8% | x | 21% | -10% | CN(C)S(=O)(=O)c1ccc(C(=O)NCc2nnc(SCC(=O)c3ccccc3)o2)cc1
21 | -18% | x | 0% | x | 5% | 11% | -33% | 9% | -8% | O=C(/C=C/c1ccccc1)OCC(=O)c1ccc[nH]1
22 | -15% | 5% | -6% | 2% | 12% | 80%[activator] | 58% | -24% | 75%[activator] | Cc1nn(C(C)C(=O)NCC2CCCO2)c(=O)c2c1sc1ccccc12 (stereo not given)
23 | 8% | 32% | -7% | 0% | 0% | 3% | -24% | 7% | 17% | Cc1nn(CC(N)=O)c(=O)c2ccccc12
24 | -3% | 1% | -8% | -2% | 4% | 11% | 27% | -9% | 48% | CCOC(=O)N1CCN(C(=O)C(=O)Nc2sc3c(c2C(=O)O)CC(C)(C)OC3)CC1
25 | 3% | 22% | -8% | -3% | -5% | 6% | 25% | 8% | 5% | CCOc1c(Cl)cnn(-c2ccc(C)cc2)c1=O
26 | 5% | 9% | -4% | -3% | 4% | 14% | 7%[59 µM] | 4% | x | CCN(CC)S(=O)(=O)c1ccc2c(c1)N(CC(=O)NCc1ccccc1)C(=O)CS2
27 | -22% | 0% | -16% | 13% | 0% | 17% | -25% | -26% | 5% | CCOc1ccc2[nH]c(=O)c(CN(CCN3CCCC3)C(=S)Nc3ccccc3OCC)cc2c1
28 | -11% | 16% | 8% | 0% | -5% | 3% | -44%[0.0925 µM] | 6% | 22% | COc1ccc(-c2cc(C(F)(F)F)n3ncc(C(=O)NCC4CCCO4)c3n2)cc1OC (stereo not given)
29 | -7% | -6% | -8% | -3% | -10% | -1% | 15%[12.7 µM] | 1% | 3% | CCOC(=O)CSc1ncc(-c2ccccc2)nn1
30 | -14% | 7% | -1% | 1% | 0% | 44%[activator] | 12% | 20% | 59%[activator] | O=C(CCCCCn1nnc2ccccc2c1=O)Nc1ccccc1F
31 | u | -2% | -17% | -9% | -21% | 12% | u | x | x | CCN(CCCNC(=O)c1cc(Nc2ccc(OC)cc2OC)nc2ccccc12)c1cccc(C)c1
32 | u | -5% | -6% | -12% | -5% | -21%[58.9 µM] | x | 35µM* | 9% | Clc1ccc(-c2csc(N/N=C/c3ccco3)n2)cc1
33 | -4% | 6% | -18% | -1% | -6% | 162%[activator] | 22% | 5% | 20% | Cc1ccc(S(=O)(=O)NCC(=O)N(CC2CCCO2)C(C(=O)NC2CCCC2)C(C)C)cc1 (stereo not given)
34 | -14% | 3% | -10% | 0% | -11% | 21% | 33%[activator] | -7% | -5% | COc1ccc(-c2cn3cccnc3n2)cc1NC(=O)C1CC1
35 | -7% | 1% | -5% | 0% | -12% | 120%[activator] | 26% | 8% | -2% | COc1ccc(C(c2nnnn2C(C)C)N2CCN(C(=O)c3ccco3)CC2)cc1 (stereo not given)
36 | -24% | 17% | -11% | -3% | -9% | u | -7% | x | u | COc1ccccc1NS(=O)(=O)c1ccc(O)c(C(=O)OCc2cccc([N+](=O)[O-])c2)c1
37 | -14% | 1% | -10% | 0% | 13% | -10% | -5% | -1% | -3% | COc1ccccc1NC(=O)CN1C(=O)C(C)Oc2ccccc21 (stereo not given)
38 | -8% | x | -9% | x | 7% | 13% | x | x | x | CN1C[C@@H]2[C@@H]3C(=O)N(Cc4ccccc4)C(=O)[C@@H]3[C@](C)(C1=O)N2C(=O)c1ccc(C(F)(F)F)cc1
39 | -27% | 0% | -15% | -13% | -4% | -9% | -2%[59 µM] | -16% | x | Cc1ccccc1-c1nc(CS(=O)(=O)CC(=O)Nc2cc(Cl)cc(Cl)c2)c(C)o1
40 | -8% | -19% | -5% | -1% | 14% | -14% | 0%[12.7 µM] | -2% | 1% | CN1C(C(=O)NCc2ccc(OC(F)(F)F)cc2)CC2Cn3c(nc4ccccc43)C21 (stereo not given)
41 | -28% | 30% | -22% | -6% | -15% | 36%[activator] | 21%[59 µM] | -8% | 0% | COc1ccc(Nc2nnc(-c3ccccc3)c3ccccc23)cc1C(=O)N1CCCCC1
42 | -27% | x | u | x | u | u | x | x | x | COc1ccc(OC)c(NC(=O)C2CC(=O)N(CCc3ccc(F)cc3)C2)c1 (stereo not given)
43 | -12% | 31% | -7% | -1% | -12% | 30% | 6%[12.7 µM] | 10% | 1% | O=C(Cn1nnc(-c2ccccc2)n1)NCc1ccccc1
44 | -30% | -4% | u | -21% | -27% | 23% | u | u | 2% | CCOc1ccccc1N1CCN(c2nc(N)c(C#N)c(CC#N)c2C#N)CC1
45 | -9% | 30% | 0% | -6%&-6% | -11% | 5% | -20% | -15% | -8% | OC(CCN1CCCC1)(c1ccccc1)C1CCCCC1 (stereo not given)

# Looked up above.
# compound 33 in APE1 inh is entered as 20%
# compound 37 in Pol beta inh is entered as 1%
# compound 38 in POLK inh is entered as 7%
# compound 45 in BLM inh is entered as -6%&-6%
# compound 35 in JMJD2A Tudor is entered as -7%
# compound 32 in BAZ2B inh is entered as 35µM*
